LEDGF integ inh – blocks HIV-1 LEDGF/p75-dependent DNA integration | TR-FRET IN-LEDGF/p75 DNA integration, Eu/Cy5 | inhibition, % at 3.7 µM | AID 743269 | hit rate 0.64% among 370,000;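 active means inhibition above the screen-wide mean plus 3 SD, cut at about 13% in these data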;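 further: signal is the Cy5 over europium emission ratio at 671 and 618 nm; 0% = plate median of compound wells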
rCAG RNA binder – molecules binding r(CAG) RNA repeats | inhibition, % at 3 µM | hit rate 1.3% among 370,000 | r(CAG) RNA repeat, TO-PRO-1 dye displacement fluorescence;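 active means inhibition above the plate cutoff, the mean of all test compounds on that plate plus 3 SD, cut at about 35% in these data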;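 further: 0% = DMSO alone and 100% = 100 µM mitoxantrone as full dye displacement; higher means more dye released from RNA so lower well fluorescence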
PRMT1 inh – inhibitors of human PRMT1 | Q99873 | recombinant PRMT1, activity-based probe fluorescence polarization | inhibition, % at 2.79 µM | hit rate 1.3% among 370,000 | AID 652257;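 active means inhibition above about 21% made by adding two undisclosed values, limit read from the data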
TCR CD3 inh – inhibitors of human TCR-CD3 interaction; TAMRA-labeled TCR probe fluorescence, biochemical; AID 651800; hit rate 0.37% among 360,000; inhibition, % at 9.4 µM; in the data active means inhibition above about 19%;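 further: recombinant mutant TCR 2C K166C tagged with TAMRA read by polarization; 0% = receptor in buffer alone and 100% = receptor with positive control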
mABHD4 FP – inhibitors of mouse ABHD4. Q8VD66. purified mABHD4, FP-Rh probe fluorescence polarization. inhibition, % at 8.92 µM. hit rate 0.54% among 370,000;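 active means inhibition exceeding the mean over every tested compound plus 3 SD, cut at about 30% in these data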;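 further: 0% = plate median of compound wells and 100% = S159A mutant with DMSO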
Target sequence (Q8VD66 whole entry, looked up): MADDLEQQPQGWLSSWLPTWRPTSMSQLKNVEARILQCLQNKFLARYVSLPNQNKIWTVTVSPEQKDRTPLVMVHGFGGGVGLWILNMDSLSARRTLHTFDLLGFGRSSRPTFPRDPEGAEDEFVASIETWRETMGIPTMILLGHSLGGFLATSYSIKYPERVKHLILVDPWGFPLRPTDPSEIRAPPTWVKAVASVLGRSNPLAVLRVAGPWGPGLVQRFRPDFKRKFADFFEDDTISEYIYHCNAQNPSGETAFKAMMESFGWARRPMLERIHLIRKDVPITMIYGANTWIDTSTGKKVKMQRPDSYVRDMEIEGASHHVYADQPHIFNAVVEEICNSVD
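system = mouse ABHD4 enzyme, wild type | medium = HEPES pH 7.0, NaCl, Pluronic buffer | also added = FP-Rh probe | incubation = Enzyme–compound pre-incubation 45 min, then probe 60 min, both 25 °C | technique = fluorescence polarization, excitation 525 nm, emission 598 nm, BODIPY TMR filters | controls = S159A mutant high control, sample median low control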
UHRF1 binding – blocks human UHRF1 binding to methylated DNA; Q96T88; UHRF1 binding to methylated oligo, TR-FRET; inhibition, % at 4.4 µM; hit rate 0.75% among 370,000; AID 687016; in the data active means inhibition above about 21%;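 further: UHRF1 SRA domain binding a hemimethylated CpG hairpin DNA probe; 0% = median of test compound wells and 100% = reference inhibitor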
HTRA1 inh – inhibitors of human serine peptidase HTRA1 | inhibition, % at 5.96 µM | recombinant HTRA1, FP-rhodamine activity-based probe, fluorescence polarization | hit rate 0.5% among 340,000 | Q92743; in the data active means inhibition above about 36%;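 further: 0% = enzyme with DMSO and 100% = wells lacking enzyme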
MBD2 inh – inhibitors of human MBD2 binding to methylated oligonucleotide | TR-FRET | inhibition, % at 4.4 µM | hit rate 0.31% among 370,000 | AID 686964; in the data active means inhibition above about 13%
NR1D1 modulator – modulates human Rev-erb alpha binding to DNA; P20393; Rev-erbα–FITC-DNA binding, fluorescence polarization, 90 min; activity, % at 10 µM; hit rate 0.79% among 370,000;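 active means activity above about 14%, limit read from the data; passing the limit was not always enough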;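 further: 0% = DMSO wells with 35 nM protein and 100% = DMSO wells with 750 nM protein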
PG9 Ab binder – binds the HIV-1 gp120 antibody PG9; inhibition, % at 6.7 µM; hit rate 0.43% among 360,000; TR-FRET gp120-PG9 antibody binding; in the data active means inhibition above about 8.5%
The depositor's hits bear a star. A portion of the library; the hit share may differ from the screen's.

SMILES	LEDGF integ inh	rCAG RNA binder	PRMT1 inh	TCR CD3 inh	mABHD4 FP	UHRF1 binding	HTRA1 inh	MBD2 inh	NR1D1 modulator	PG9 Ab binder
COc1cccc(OCc2nc(-c3ccc(Br)o3)no2)c1	-5	-4	1	-2	-4	-2	-10	-7	6	-0.2
COc1ccccc1C(=O)Nc1c2c(nn1-c1ccc([N+](=O)[O-])cc1)CS(=O)(=O)C2	-1	0	4	0	8	1	5	2	-6	0.2
COc1cccc(/C=N/NC(=O)Cn2nc([N+](=O)[O-])cc2C)c1	1	0	-1	3	9	21	5	-1	3	-1.7
CC1CN(C(=O)Nc2ccc(Br)cc2Cl)CC(C)O1 (stereo not given)	2	-1	0	0	2	1	-8	-1	-1	-1.9
CCNc1nc(NCC)n2c(SCC(=O)NCC3CCCCC3)nnc2n1	2	-7	0	0	5	0	-5	1	4	-1.2
O=C(c1sc2ccccc2c1Cl)N1CCN(c2ccccn2)CC1	-2	-8	0	0	0	2	-7	0	2	-1.2
CC1(C)CC(NC(=O)c2cc(Cl)ccc2Cl)CC(C)(C)N1	-5	-2	-6	-6	3	0	-5	0	7	-0.8
Cn1c(CO)cnc1SCc1ccc([N+](=O)[O-])cc1	2	-2	0	5	4	2	5	4	0	0.2
COCCNC(=O)COC(=O)/C=C/c1cnc2ccccc2n1	-3	3	0	1	-5	-1	5	-1	1	-0.4
COc1ccccc1NS(=O)(=O)c1cccc(C(=O)NCC(c2ccccc2OC)N2CCCC2)c1 (stereo not given)	0	-2	1	6	4	-2	-2	-5	-4	1.3
COc1ccc(NC(=O)/C(N=Nc2cccc(S(=O)(=O)Nc3ccc(SC(F)F)cc3)c2)=C(\C)O)cc1	1	9	-3	0	-4	0	-8	0	2	-1.7
O=C1c2cccnc2C(=O)N1Cc1ccc(S(=O)(=O)N2CCN(c3ccc(Cl)cc3)CC2)cc1	-3	5	4	-10	-6	0	-2	-4	-5	0.1
Cc1ccnc(NS(=O)(=O)c2cc(-c3cc(C)no3)ccc2C(C)C)c1	-5	8	5	-1	-1	1	-3	4	-2	0.0
Cc1ccc(C)c(OCCN2C(=O)NC3(CCc4ccccc4C3)C2=O)c1 (stereo not given)	5	-1	-2	-6	-3	-1	-15	-1	1	-1.9
COc1ccc(Br)cc1C=NNS(=O)(=O)c1ccc(C)cc1	4	15	-4	1	-10	3	-1	-1	4	-0.7
Cc1cccc(-c2nnc(SCC(=O)O)n2Cc2ccccc2)c1	0	-3	-3	7	0	1	2	5	-5	-2.0

7 entries drawn at random from those above, as already listed:
SMILES	LEDGF integ inh	rCAG RNA binder	PRMT1 inh	TCR CD3 inh	mABHD4 FP	UHRF1 binding	HTRA1 inh	MBD2 inh	NR1D1 modulator	PG9 Ab binder
CC1(C)CC(NC(=O)c2cc(Cl)ccc2Cl)CC(C)(C)N1	-5	-2	-6	-6	3	0	-5	0	7	-0.8
Cc1ccc(C)c(OCCN2C(=O)NC3(CCc4ccccc4C3)C2=O)c1 (stereo not given)	5	-1	-2	-6	-3	-1	-15	-1	1	-1.9
CC1CN(C(=O)Nc2ccc(Br)cc2Cl)CC(C)O1 (stereo not given)	2	-1	0	0	2	1	-8	-1	-1	-1.9
O=C(c1sc2ccccc2c1Cl)N1CCN(c2ccccn2)CC1	-2	-8	0	0	0	2	-7	0	2	-1.2
Cc1ccnc(NS(=O)(=O)c2cc(-c3cc(C)no3)ccc2C(C)C)c1	-5	8	5	-1	-1	1	-3	4	-2	0.0
Cn1c(CO)cnc1SCc1ccc([N+](=O)[O-])cc1	2	-2	0	5	4	2	5	4	0	0.2
Cc1cccc(-c2nnc(SCC(=O)O)n2Cc2ccccc2)c1	0	-3	-3	7	0	1	2	5	-5	-2.0

Copied from the list:
TCR CD3 inh result of `CC1(C)CC(NC(=O)c2cc(Cl)ccc2Cl)CC(C)(C)N1` → -6
TCR CD3 inh result of `Cc1ccc(C)c(OCCN2C(=O)NC3(CCc4ccccc4C3)C2=O)c1` (stereo not given) → -6
